# Assay outcomes deposited in PubChem BioAssay by Broad Institute.
# BL2 CD40 inh: CD40 pathway inhibition in BL2 cells | BL2 NF-kB luciferase reporter, CD40L-induced, 4 h | inhibition, % at 10 µM | 83,000 compounds, 0.94% hits | AID 1053188;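 active = mean inhibition of at least 50% with a set share of replicates also reaching that level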;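 note: 0% = neutral control wells and 100% = IKK inhibitor VII at 50 µM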
# The depositor's hits bear a star; & = joins results of further samples; ! = not confirmed by another sample; [ ] = dose if it differs, or a comment.
# The first two entries as a preview:
SMILES,BL2 CD40 inh
Cc1ccc(S(=O)(=O)N[C@H]2CC[C@H](CCNC(=O)C3CCCCC3)O[C@H]2CO)cc1,-3
CCNC(=O)C1(C)CCN(C(=O)c2cc(F)ccc2C)C1 (stereo unspecified),11

# The whole of this part, repeating the preview:
SMILES,BL2 CD40 inh
Cc1ccc(S(=O)(=O)N[C@H]2CC[C@H](CCNC(=O)C3CCCCC3)O[C@H]2CO)cc1,-3
CCNC(=O)C1(C)CCN(C(=O)c2cc(F)ccc2C)C1 (stereo unspecified),11
O=C(COC(=O)CCc1ccccc1)NC(c1ccccc1)c1ccccc1,8
CN1C(=O)c2cc(NC(=O)C3CCOCC3)ccc2OC[C@H]2O[C@@H](CC(=O)Nc3ccc4c(c3)CCCC4)CC[C@@H]21,-3[25 µM]
CO[C@H]1CN(C)C(=O)c2cc(NC(=O)C3CCCCC3)ccc2OC[C@@H](C)N(C(=O)c2ccccc2)C[C@H]1C,-6[25 µM]
O=C(CNC(=O)c1cccc(F)c1)N/N=C/C=C/c1ccccc1,-6
Cc1ccc(S(=O)(=O)N(C)C[C@@H]2Oc3ccc(NC(=O)C4CCCCC4)cc3CC(=O)N([C@@H](C)CO)C[C@H]2C)cc1,-8
CCCCOC(=O)NC1(C)CCS(=O)(=O)C1 (stereo unspecified),-2
O=C(NCc1cccnc1)c1cc(C2CCCCN2S(=O)(=O)c2cccc3cccnc23)on1 (stereo unspecified),6
CCc1nc(CN2CCN(c3ccc(C(F)(F)F)cn3)CC2)c(C)[nH]1,7
CCCNC(=O)C[C@@H]1CC[C@H]2[C@@H](COC[C@@H](O)CN2C(=O)Nc2ccc(Cl)c(Cl)c2)O1,-8[25 µM]
Cc1ccc(-c2ccc(C3[C@H]4CNC[C@@H]3N4C(=O)Nc3ccc(F)cc3)cc2)cc1 (stereo partly specified),-6&-22
C=CCOC(=O)C1=C(C)OC(N)=C(C#N)C1c1ccoc1 (stereo unspecified),-1
CC1C(=O)N2CCCc3cc(NC(=O)C(=O)NCCc4ccccc4)cc1c32 (stereo unspecified),2
COCc1cc(N2CCOCC2)nc(-c2ccccc2)n1,4
O=C(N/N=C/c1ccco1)c1cc(-c2ccc(Cl)cc2)n[nH]1,10
CCN1CCN(CCCOc2ccccc2-c2ccccc2)CC1,2
C[C@@H]1CCCCO[C@H](CN(C)C(=O)Nc2cccc3ccccc23)[C@@H](C)CN([C@@H](C)CO)C(=O)c2cc(NC(=O)CCC(F)(F)F)ccc2O1,16[25 µM]
C[C@@H]1CN([C@H](C)CO)C(=O)c2c(c3ccccc3n2C)-c2ccccc2CO[C@H]1CN(C)C(=O)Nc1cccc(Cl)c1Cl,54*[25 µM]
C[C@H]1CCCCO[C@@H](CN(C)Cc2ccc3c(c2)OCO3)[C@@H](C)CN([C@@H](C)CO)C(=O)c2cc(NS(=O)(=O)c3cn(C)cn3)ccc2O1,-21[25 µM]
c1ccc(OCCCc2nc(-c3ccccn3)no2)cc1,-50
CC(C)Oc1ccc2c(=O)c(-c3ccccc3)coc2c1,-19
Cc1ccc(OCC(=O)N2CCC3(CC2)CC(=O)c2ccccc2O3)cc1,-5
COc1cccc(C(=O)NCc2cn3ccsc3n2)c1,-5
O=C(COC(=O)c1cc(S(=O)(=O)N2CCOCC2)ccc1F)Nc1c(Cl)cccc1C(F)(F)F,16
CC(=O)Nc1nnc(COc2ccc(Cl)cc2)s1,-87
COC(=O)c1cccc(Nc2cc(C)nc(-c3ccccc3O)n2)c1,11
COc1ccccc1NC(=O)COC(=O)Cn1c(C)csc1=O,1
C[C@@H]1CN([C@H](C)CO)C(=O)CCCn2cc(nn2)CO[C@@H]1CN(C)C(=O)Nc1ccnc(N2CCOCC2)c1,-7[25 µM]
CCCCCC(=O)N1CCN(S(=O)(=O)c2ccc3c(c2)OCCO3)CC1,4
O=C1CN(C(=O)CN2C(=O)NC(c3ccccc3)(c3ccccc3)C2=O)c2ccccc2N1,2
COCC(=O)N1[C@H](C#N)[C@H](c2ccccc2-c2ccccc2)[C@H]1CO,-25[25 µM]
COc1ccc(CNC(=O)C(C)OC(=O)c2cccc(N(C)C)c2)cc1 (stereo unspecified),0
O=C(CCNS(=O)(=O)c1ccc(OC(F)(F)F)cc1)N1CCN(S(=O)(=O)c2cccc(F)c2)CC1,-2
COc1cccc(/C=C/C(=O)OCC(=O)N2CCCc3ccccc32)c1,5
CC(C)NC(=O)N1CCCCN2[C@H](CO)[C@@H](c3ccc(C#C[C@H](C)O)cc3)[C@@H]2C1,-4[25 µM]
COc1ccc(NC(=O)C2(C)CCN2Cc2ccc3ccccc3c2)cc1OC (stereo unspecified),20
Cc1nn(-c2ccccc2)c2c1C(=O)N(Cc1ccccc1)C(=O)C(C)(C)C2,21
Nc1cc(=O)[nH]n1C1CCCC1,-3
O=C(Nc1n[nH]c(C(F)(F)F)n1)C1CC1,2
COc1cccc(NC(=O)N2CC(=O)N3[C@H](CO)[C@@H](c4ccc(C#CCC5CCCC5)cc4)[C@@H]3C2)c1,23[25 µM]
Cn1nccc1C(=O)Nc1ccc2c(c1)OCCO2,3
O=C(c1cccc(F)c1)N1C[C@H]2[C@@H](c3ccccc31)[C@@H](CO)N2Cc1cocn1,-9[25 µM]
O=C(CNC(=O)c1ccc(Cl)cc1Cl)OCN1C(=O)c2ccccc2C1=O,-2
CC(=O)NC(c1ccccc1)c1nc(-c2cc3ccccc3o2)cs1 (stereo unspecified),-11
COc1ccc(-c2nc(N3CCN(C)CC3)sc2-c2ccc(OC)cc2)cc1,8
CC1=C(C#N)C(NC(=O)C2CCCCC2)(C(F)(F)F)C(=O)N1 (stereo unspecified),4
NC(=O)c1cnn(C2CCS(=O)(=O)C2)c1 (stereo unspecified),15
CC(=O)NCCc1ccc(C(=O)COC(=O)c2cccn2C)cc1,39
O=C(Nc1ccc(F)cc1)N1CC(=O)N2[C@H](C1)[C@H](c1ccc(C3=CCCC3)cc1)[C@@H]2CO,-12[25 µM]
CCCN(C)C[C@@H]1OCc2cnnn2CCCC(=O)N([C@@H](C)CO)C[C@H]1C,-2[25 µM]
CCOC(=O)C1=C(C)NC(C)=C(C(=O)OCC)C1C(=O)OCC(=O)N1CC(C)OC(C)C1 (stereo unspecified),-3
O=C(Nc1ccccc1F)N[C@H]1CC[C@@H](CCNC(=O)C2CC2)O[C@@H]1CO,0[25 µM]
COc1ccccc1CN(C)C[C@@H]1OCc2ccccc2-c2ccccc2C(=O)N([C@@H](C)CO)C[C@@H]1C,-13[25 µM]
CC(C)CN(C(=O)COC(=O)C(C)N1C(=O)c2ccccc2C1=O)c1c(N)n(Cc2ccccc2)c(=O)[nH]c1=O (stereo unspecified),5
CCCNC(=O)N1[C@H](CO)[C@H](c2ccccc2)[C@@H]1CNC(=O)c1ccc(F)cc1,-6
O=C(CN1C2=NCCN2c2ccccc21)c1ccc2c(c1)OCO2,4
O=C(COc1ncnc2sccc12)NC1CCCc2ccccc21 (stereo unspecified),10
Cc1c(NC(=O)CN2C(=O)NC(C)(c3ccc(OC(F)F)cc3)C2=O)c(=O)n(-c2ccccc2)n1C (stereo unspecified),-1
Fc1ccc(-c2nnc(CSc3nnc(-c4ccc5c(c4)OCO5)o3)o2)cc1,3

# (more compounds)
SMILES,BL2 CD40 inh
COC(=O)c1cc(S(=O)(=O)N2CCN(C(=O)c3ccco3)CC2)cn1C,0
c1ccc(NC(c2ccccc2)c2ccncc2)cc1 (stereo unspecified),0
COc1ccccc1S(=O)(=O)N1CC[C@@H]2[C@H]1c1cc(-c3cccc(C#N)c3)ccc1N(C)[C@H]2CO,13[25 µM]
O=C(C1CCCC1)N1C[C@@H]2N[C@H](C1)C2c1ccc(/C=C/c2ccccc2)cc1 (stereo partly specified),49*!
Cc1nc2ccc(NC(=O)c3ccco3)cc2nc1C,-3
N#C[C@H]1[C@@H](c2ccccc2C2=CCCCC2)[C@H](CO)N1C(=O)CN1CCOCC1,-16[25 µM]
CCc1nnc(NC(=O)c2cc([N+](=O)[O-])ccc2N2CCOCC2)s1,-9
CC1CC1C(=O)OCC(=O)Nc1ccccc1Oc1ccccc1 (stereo unspecified),12
COC(=O)[C@@H](NC(=O)NC(C)CCc1ccccc1)C(C)C (stereo partly specified),-4
CC12CN3CC(C)(CN(C1)C3c1ccc(Cl)cc1Cl)C2=O (stereo unspecified),3
Cc1ccccc1NC(=O)C(=O)NCC1CCCN1S(=O)(=O)c1cccs1 (stereo unspecified),-12
CCOC(=O)c1c(NC(=O)COC)sc(C)c1C,13
O=C(c1ccc([N+](=O)[O-])cc1)N1CCN(c2cccc3[nH]ccc23)CC1,-3
CS(=O)(=O)N(CC(O)CON=C1c2ccccc2-c2ccccc21)c1ccc(F)cc1 (stereo unspecified),3
C=CCn1c(SCc2cccc3ccccc23)nnc1-c1cccnc1,4
O=C(c1cnn2c(C(F)F)cc(-c3ccccc3)nc12)N1CCCCC1c1cccnc1 (stereo unspecified),10
CCCCC(=O)Nc1cccn2ncnc12,-1
CCN(C[C@H]1[C@H](c2ccccc2)[C@@H](CO)N1C(C)=O)C(=O)NC1CCCC1,-2[25 µM]
C[C@H]1CN(C)C(=O)c2cc(N)ccc2O[C@@H]1CN(C)C(=O)OC(C)(C)C,-2
C[C@@H]1CN([C@@H](C)CO)C(=O)c2cccc(NC(=O)C3CCOCC3)c2O[C@@H]1CN(C)Cc1ccncc1,-11[25 µM]

# 15 compounds out of the list, arranged by formula weight, rising:
SMILES,BL2 CD40 inh
CCCCC(=O)Nc1cccn2ncnc12,-1
c1ccc(NC(c2ccccc2)c2ccncc2)cc1 (stereo unspecified),0
Cc1nc2ccc(NC(=O)c3ccco3)cc2nc1C,-3
CCOC(=O)c1c(NC(=O)COC)sc(C)c1C,13
COC(=O)[C@@H](NC(=O)NC(C)CCc1ccccc1)C(C)C (stereo partly specified),-4
CC12CN3CC(C)(CN(C1)C3c1ccc(Cl)cc1Cl)C2=O (stereo unspecified),3
O=C(c1ccc([N+](=O)[O-])cc1)N1CCN(c2cccc3[nH]ccc23)CC1,-3
C=CCn1c(SCc2cccc3ccccc23)nnc1-c1cccnc1,4
CCc1nnc(NC(=O)c2cc([N+](=O)[O-])ccc2N2CCOCC2)s1,-9
CCN(C[C@H]1[C@H](c2ccccc2)[C@@H](CO)N1C(C)=O)C(=O)NC1CCCC1,-2[25 µM]
N#C[C@H]1[C@@H](c2ccccc2C2=CCCCC2)[C@H](CO)N1C(=O)CN1CCOCC1,-16[25 µM]
Cc1ccccc1NC(=O)C(=O)NCC1CCCN1S(=O)(=O)c1cccs1 (stereo unspecified),-12
CS(=O)(=O)N(CC(O)CON=C1c2ccccc2-c2ccccc21)c1ccc(F)cc1 (stereo unspecified),3
COc1ccccc1S(=O)(=O)N1CC[C@@H]2[C@H]1c1cc(-c3cccc(C#N)c3)ccc1N(C)[C@H]2CO,13[25 µM]
C[C@@H]1CN([C@@H](C)CO)C(=O)c2cccc(NC(=O)C3CCOCC3)c2O[C@@H]1CN(C)Cc1ccncc1,-11[25 µM]

# Further compounds:
SMILES,BL2 CD40 inh
Cc1ccccc1-c1ccc(C2[C@@H]3CN(C(=O)C4CCOCC4)C[C@H]2N3)cc1 (stereo partly specified),10&13[25 µM]
CCN(C(=O)COC(=O)CCn1c(C)csc1=O)c1c(N)n(Cc2ccccc2)c(=O)[nH]c1=O,9
COc1ccc(OC)c(S(=O)(=O)N2CCN(C)CC2c2ccccc2)c1 (stereo unspecified),1
O=C(NNC1CC(=O)N(c2ccc3c(c2)OCCO3)C1=O)c1ccc(Cl)cc1 (stereo unspecified),-1
N#C[C@H]1[C@@H](c2ccc(C3=CCCC3)cc2)[C@H](CO)N1C(=O)c1cccc(F)c1,-4
CCN1CCN(S(=O)(=O)c2ccc(Cl)c(C(=O)N(C)CC(=O)Nc3c(C)cccc3C)c2)CC1,10
CC(C)(C)[S@@](=O)N1Cc2cc(C(=O)N[C@@H]3CCN(Cc4ccccc4)C3)nc(-c3cccc(-c4cccnc4)c3)c2[C@H]1CCO,-10[25 µM]
CN(C)CCOc1cccc(Cl)c1,4
O=C(COC(=O)Cc1ccsc1)Nc1ccc(Cl)cc1F,3
COc1ccc(COC(=O)Nc2cn(C)nc2C(F)(F)F)cc1,7
COC(=O)CC(NS(=O)(=O)c1cccs1)c1cccc2ccccc12 (stereo unspecified),9
COc1ccccc1NC(=O)CCC(=O)O,4
O=C(NCCC1=CCCCC1)C1CCC(CNS(=O)(=O)c2ccccc2)CC1 (stereo unspecified),8
CCN1C(=O)c2cccc3c(S(=O)(=O)N(C)C)ccc1c23,6
NC(=O)CSc1nnc(Cc2ccc3c(c2)OCO3)o1,1
O=C(NCCc1c[nH]c2ccccc12)/C(=C/c1cccnc1)NC(=O)c1cccs1,-2
COc1ccccc1CCC(=O)Nc1cc(S(=O)(=O)N2CCOCC2)ccc1N1CCCC1,-8
CS(=O)(=O)N1CCC(C(=O)Nc2ccc(F)cc2F)CC1,6
Cc1cccc(NCN2C(=O)c3ccncc3C2=O)n1,8
O=C(C[C@H]1C=C[C@H](NC(=O)CCN2CCCCC2)[C@H](CO)O1)Nc1nccs1,-2[25 µM]
COCC(C)n1c(=O)sc2ccccc2c1=O (stereo unspecified),24
CC(=O)N(C)C[C@H]1[C@@H](c2ccc(-c3ccc(F)cc3)cc2)[C@@H](CO)N1C(C)=O,4[25 µM]
COc1cc(NC(=O)CCC(=O)O)nc(OC)n1,2
Clc1cccc(-c2ccc(C=Nc3ccc(N4CCOCC4)cc3)o2)c1Cl,1
O=C(c1cccs1)N1CCN(S(=O)(=O)c2cccs2)CC1,9
CCS(=O)(=O)N1CC(=O)N2[C@H](CO)[C@@H](c3ccc(C#CC4CCCCC4)cc3)[C@H]2C1,10[25 µM]
C[C@H](CO)N1C[C@H](C)[C@@H](CN(C)S(=O)(=O)c2ccc(-n3cccn3)cc2)OCc2cn(nn2)CCCC1=O,15[25 µM]
Cc1cc(C(=O)NCCC(c2ccccc2)c2ccccc2)c(C)o1,80*
CN1CCN(c2ccc(CNC(=O)c3ccc4c(c3)OCCO4)cc2)CC1,-17
C[C@@H]1CN([C@@H](C)CO)C(=O)c2cc(/C=C/c3ccccc3)cnc2O[C@H]1CN(C)S(=O)(=O)c1ccccc1F,-9[25 µM]
O=C(CSc1nnc(Nc2ccccc2F)s1)NCC1CCCO1 (stereo unspecified),-26
O=C(NCCCN1CCOCC1)c1cccc(S(=O)(=O)Nc2ccc(F)cc2)c1,4
FC(F)(F)c1nnc2ccc(Cl)nn12,8
O=C(NC1CCCCC1)c1cc(C2CC2)nn1-c1ccccc1,20

# A portion of the library; rates above refer to the full screens.
